Bioassay records deposited in PubChem by National Center for Advancing Translational Sciences (NCATS).
POLK inh: inhibitors of human DNA polymerase kappa. purified Pol kappa, fluorescent DNA synthesis assay, 10 min. Potency, µM (series often up to 107 µM), for inactives: at the top dose activity, negative = inhibition, actives largely listed as inhibitors. actives 0.53% (n = 400,000). AID 588579; further: potency means the concentration at half of the fitted maximal effect; on the % scale 0 is the no-effect control and ±100 the full control effect
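First, compounds were pin-transferred onto 10 nM Pol kappa. After 15 min at room temperature, substrate was added to 50 nM final. Fluorescence was then measured kinetically at 0 and 10 min.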
POLB inh: inhibitors of human DNA polymerase beta | actives 1.3% (n = 340,000) | Potency, µM (doses to about 114 µM), inactives show at the highest dose activity change, negative = inhibition, hits mostly inhibitors | Pol beta primer extension/strand displacement, fluorescence kinetic; further: potency means the concentration at half of the fitted maximal effect; on the % scale 0 is the no-effect control and ±100 the full control effect
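Homogeneous kinetic assay of primer extension and strand displacement by 10 nM Pol beta, preincubated 15 min at room temperature with compound before 50 nM substrate (final) was added. Read at 0 and 10 min; four-parameter Hill fit.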
12-LOX inh: ALOX12 (human) lipoxygenase inhibition; P18054; purified 12hLO, xylenol orange hydroperoxide absorbance; Potency, µM (series often up to 108 µM), for the others: at the top dose activity change, negative = inhibition, most hits filed as inhibitors; actives 1.1% (n = 580,000); further: potency means the concentration at half of the fitted maximal effect; on the % scale 0 is the no-effect control and ±100 the full control effect
Target sequence (P18054 whole entry, looked up): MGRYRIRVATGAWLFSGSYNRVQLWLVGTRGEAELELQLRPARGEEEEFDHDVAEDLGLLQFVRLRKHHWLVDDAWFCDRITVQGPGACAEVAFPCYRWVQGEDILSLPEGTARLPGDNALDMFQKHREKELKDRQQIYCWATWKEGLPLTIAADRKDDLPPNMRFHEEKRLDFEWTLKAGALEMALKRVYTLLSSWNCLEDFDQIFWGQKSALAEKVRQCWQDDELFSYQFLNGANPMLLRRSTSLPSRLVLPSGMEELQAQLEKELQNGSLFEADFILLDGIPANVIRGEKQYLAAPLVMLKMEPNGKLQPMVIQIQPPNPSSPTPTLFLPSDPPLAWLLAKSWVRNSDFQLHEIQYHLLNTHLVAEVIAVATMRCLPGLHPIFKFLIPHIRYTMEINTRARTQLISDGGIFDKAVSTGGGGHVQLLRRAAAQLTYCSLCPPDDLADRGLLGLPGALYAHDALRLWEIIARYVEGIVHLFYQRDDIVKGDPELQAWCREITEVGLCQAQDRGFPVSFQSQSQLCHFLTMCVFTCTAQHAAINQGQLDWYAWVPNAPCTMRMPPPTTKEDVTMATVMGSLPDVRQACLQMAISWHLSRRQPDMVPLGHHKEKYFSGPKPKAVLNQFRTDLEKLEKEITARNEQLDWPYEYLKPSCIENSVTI
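Hydroperoxide product was detected by ferrous iron/xylenol orange as the 573 to 405 nm absorbance ratio. Arachidonic acid at 40 uM (final) was turned over for 30 min at room temperature by 150 nM human 12hLO, pH 7.0 Hepes buffer, after 15 min compound preincubation.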
ERG-DNA inh: blocks human ERG Ets domain binding to DNA; actives 0.028% (n = 370,000); AID 624246; fluorescence polarization, His-ERG Ets domain / labelled DNA; P11308; Potency, µM (series often up to 76.9 µM), for the others: top-dose FP activity, negative = inhibition, most hits filed as inhibitors; active means well fitted inhibition curve with a large enough effect in the polarisation, with a control signal flat; inconclusive means small, poorly fitted or top-dose-only effect, or effect the other way, or a change in a side signal; inactive means no such curve, though single readings can be large or run the other way; the % refers to the polarisation;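 further: polarization taken with two DNA probes labelled with fluorescein and Texas red; potency means the concentration at half of the fitted maximal effect; % of control where 0% means no effect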
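His-tagged ERG Ets domain (1 uM in the protein solution; 300mM KCl, 50mM Tris-HCl, 1mM EDTA, 1mM DTT, pH 7.5) received compound, then a probe mix of 5 nM fluorescein-DNA and 100nM Texas-615-DNA. Fluorescence polarization was read for both dyes.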
TRHR ag: TRH receptor (human) agonism | P34981 | actives 0.18% (n = 360,000) | TRHR cells, calcium flux fluo-8, FDSS agonist mode | AID 493084 | activation, % at 2 µM; in the data active means activation above about 30%; further: 0% is about no effect
Target sequence (P34981 whole entry, looked up): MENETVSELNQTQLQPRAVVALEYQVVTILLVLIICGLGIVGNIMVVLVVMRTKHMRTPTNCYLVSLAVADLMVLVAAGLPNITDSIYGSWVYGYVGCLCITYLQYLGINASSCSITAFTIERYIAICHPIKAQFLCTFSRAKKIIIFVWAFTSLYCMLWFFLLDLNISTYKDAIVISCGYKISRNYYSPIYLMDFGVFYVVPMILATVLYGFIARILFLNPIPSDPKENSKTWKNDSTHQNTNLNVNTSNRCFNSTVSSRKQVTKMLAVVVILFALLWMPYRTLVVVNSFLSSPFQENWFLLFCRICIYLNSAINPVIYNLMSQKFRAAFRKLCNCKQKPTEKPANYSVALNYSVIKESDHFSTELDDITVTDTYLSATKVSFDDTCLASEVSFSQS
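Steps: seed TRHR cells overnight; add fluo-8 no-wash Ca dye, RT 30 min–1.5 h; record 10 s baseline; pin-transfer compounds; monitor fluorescence 1 cycle/s for the agonist window. Calcium increases flag candidate agonists.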
POLI inh: blocks human DNA polymerase iota activity. actives 1% (n = 390,000). Q9UNA4. Pol iota fluorescent replication assay, 10 min. Potency, µM (titrated, usually from 115 µM), inactives show top-dose activity, negative = inhibition, usual class: inhibitors; further: potency means the concentration at half of the fitted maximal effect
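Fluorescent replication assay read twice, at 0 min and 10 min after adding 50 nM (final) substrate. Enzyme (10 nM) and compounds were first incubated 15 min at room temperature; enzyme-free buffer wells were negative controls.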
BLM helicase inh: Bloom syndrome helicase (human) inhibition. actives 0.2% (n = 350,000). Potency, µM (series often up to 56.1 µM), without a hit: at the highest dose activity change, negative = inhibition, actives largely listed as inhibitors. AID 2528. recombinant BLM DNA unwinding, fluorescence dequenching. P54132;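 further: potency means the concentration at half of the fitted maximal effect; plate controls were vehicle for no effect and no enzyme for full effect; nearly all actives have a fitted effect of over 35% in size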
Apoferritin bind: binds horse apoferritin like a general anesthetic; P02791; apoferritin/1-aminoanthracene competitive binding, fluorescence; Potency, µM (highest dose often 77.5 µM), for inactives: top-dose activity change, negative = displacement, most hits filed as inhibitors; actives 0.074% (n = 350,000); further: potency means the concentration at half of the fitted maximal effect; on the % scale 0 is the no-effect control and ±100 the full control effect; nearly all actives have a fitted effect of over 20% in size
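Horse-spleen apoferritin (10 uM) was mixed with 50% saturated 1-aminoanthracene in PBS, exposed to compounds for 10 min at room temperature, and read for fluorescence (ex 380 nm, em 535 nm). Competitive displacement was fitted with a four-parameter Hill equation.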
APE1 inh: inhibitors of human APE1 endonuclease | AID 2517 | Potency, µM (series often up to 65.8 µM), inactives show at the top dose activity change, negative = inhibition, hits mostly inhibitors | P27695 | recombinant APE1, TAMRA/BHQ-2 abasic DNA cleavage fluorescence | actives 0.35% (n = 350,000);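 further: potency means the concentration at half of the fitted maximal effect; plate controls were vehicle for no effect and reference inhibitor for full effect; nearly all actives have a fitted effect of over 55% in size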
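Measures dequenching upon AP-site incision of a 5'-TAMRA/3'-BHQ-2 THF-containing duplex, 50 nM; human APE1 0.75 nM after 15 min room-temperature exposure to compound; kinetic three-point read at one-minute spacing.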
An asterisk follows results filed as active; ? = inconclusive; / = not tested or not shown; & = joins results of further samples; [ ] = dose if it differs, or a comment. Unless noted, the call rests on the fitted dose curve; in most records, active means well fitted curve in the direction sought with a large enough effect; inconclusive means small, poorly fitted or top-dose-only effect, or another doubt; inactive means no such curve, though single readings can be large; an effect the other way counts as inactive or inconclusive.

SMILES	POLK inh	POLB inh	12-LOX inh	ERG-DNA inh	TRHR ag	POLI inh	BLM helicase inh	Apoferritin bind	APE1 inh
C/C(=N/Nc1nc(-c2ccccc2F)nc2ccccc12)c1ccccc1O	12%	-6%	-5%	5%	6.9	-9%	-1%	-17%	0%
COC(=O)CN1C(=O)CSc2ccc(S(=O)(=O)Nc3ccccc3)cc21	-18%	0%	-24%	4%	-0.2	16%	1%	-15%	/
Cc1cc(C)nc(N=Nc2c(O)n(Cc3ccc(Cl)cc3)c3ccccc23)n1	-4%	21%	-10%	16%	-0.1	5%	-7%	-15%	4%
CCc1ccc(NC(=O)C(=O)NNC(=O)c2cccc(OC)c2)cc1	-11%	-15%	-2%	-4%	0.3	86%[activator]	-2%	7%	3%[12.4 µM]
COc1ccc(CN2CCC(N3CC(C)OC(C)C3)CC2)c(OC)c1OC (stereo not given)	13%	-12%	?	4%	0.2	45%[activator]	-11%	-4%	3%
O=C(c1ccccc1)N(Cc1cccc(Br)c1)C1CCS(=O)(=O)C1 (stereo not given)	2%	16%	0%	-11%	-2.0	12%	-5%	-5%	31%
Cc1ccccc1CC1CCN(CCCNC(=O)Nc2ccccc2)CC1	1%	0%	?	13%	0.4	12%	-1%	-4%	16%
O=C(CSc1ccc(-c2ccco2)nn1)Nc1ccc(F)cc1	-11%	-6%	?	-2%	-0.5	?	-3%	-9%	-1%
COc1ccc(OC)c(CNC(=O)Cc2ccc(NC(=O)N3CCCCc4ccccc43)cc2)c1	21%	16%	-6%	-6%	-0.5	8%	-3%	-4%	/
Cn1cccc1-c1nc2ccc([N+](=O)[O-])cc2[nH]1	-12%	2%	?	-1%	-0.3	32%[activator]	-3%	-4%	-7%
COCCOC(=O)C1=C(C)NC(C)=C(C(=O)OC(C)C)C1c1cccc([N+](=O)[O-])c1 (stereo not given)	-2%[60.1 µM]	9%	-15%&6%	28%	0.3&-0.7	?	-11%&-4%&-8%&-15%	2%&-15%	14%&-4%&-5%&-2%&-2%&-11%
Cc1oc2ccc(O)c(CN(C)Cc3ccccc3)c2c1C(=O)Nc1ccccc1	0%	-20%	?	5%	-1.2	-13%	1%	-15%	/
Cc1cc(NS(=O)(=O)c2cccs2)no1	-2%	-3%	12%	-7%	0.1	16%	3%	-4%	-1%
COc1ccc(N(C(=O)c2snc(C(N)=O)c2N)C(C(=O)NC2CCCC2)c2cccs2)cc1OC (stereo not given)	-18%	?	-1%	-3%	0.8	8.9µM*	-21%	-22%	-6%
COC(=O)c1cc2oc3ccccc3c2n1Cc1ccccn1	-7%	-15%	-29%	-11%	-1.0	-10%	-2%	-20%	?
COc1ccc(/C=C2\SC(=S)N(N3C(=O)CCC3=O)C2=O)cc1O	-6%	14%	?	22%	7.8	52%[activator]	-9%	?	4%
Cc1cccc(NC(=S)NC(=O)CCc2ccccc2)c1C	-9%	-4%	?	/	0.0	8%	-16%	7%	?
CCOC(=O)Nc1ccc(NC(=O)OCC)cc1	-5%	22%	8%	/	1.9	14%	-5%	-5%	12%
CC1CCCCC12NC(=O)N(CC(=O)Nc1cccc(S(=O)(=O)N3CCCCC3)c1)C2=O (stereo not given)	-7%	/	94%[activator]	-2%	-0.1	12%	/	/	-6%
O=C(NCCCNc1ccc(C(F)(F)F)cc1[N+](=O)[O-])c1ccc(Cl)cc1	0%	4%	8%	-3%	-0.2	-5%	-2%	-10%	-7%
CCn1c(SCC(=O)N(C)c2ccccc2)nc2c([nH]c3ccccc32)c1=O	-1%	30%	5%	-11%	-1.6	27%	2%	-4%	80%[activator]
Brc1csc(C=Nc2ccc3c(c2)OCCOCCOCCOCCO3)c1	-9%	17%	-5%	10%	1.4	209%[activator]	-6%	-8%	-2%
COc1ccc2c(c1)c(CC(=O)OCC(N)=O)c(C)n2C(=O)c1ccc(Cl)cc1	-2%	-12%	?	6%	0.1	7%	-9%	-9%	1%
CSc1ncccc1C(=O)Nc1ccc2nc(C)sc2c1	-5%	0%	11%	-21%	0.1	30%	-6%	2%	0%
N#Cc1nc(-c2ccc(F)cc2)oc1N1CCC(C(N)=O)CC1	-16%	16%	-2%	-7%	0.7	-16%	0%	6%	-5%

Some of the entries so far, bar-delimited:
compound | POLK inh | POLB inh | 12-LOX inh | ERG-DNA inh | TRHR ag | POLI inh | BLM helicase inh | Apoferritin bind | APE1 inh
O=C(CSc1ccc(-c2ccco2)nn1)Nc1ccc(F)cc1 | -11% | -6% | ? | -2% | -0.5 | ? | -3% | -9% | -1%
COc1ccc(OC)c(CNC(=O)Cc2ccc(NC(=O)N3CCCCc4ccccc43)cc2)c1 | 21% | 16% | -6% | -6% | -0.5 | 8% | -3% | -4% | /
Cn1cccc1-c1nc2ccc([N+](=O)[O-])cc2[nH]1 | -12% | 2% | ? | -1% | -0.3 | 32%[activator] | -3% | -4% | -7%
COCCOC(=O)C1=C(C)NC(C)=C(C(=O)OC(C)C)C1c1cccc([N+](=O)[O-])c1 (stereo not given) | -2%[60.1 µM] | 9% | -15%&6% | 28% | 0.3&-0.7 | ? | -11%&-4%&-8%&-15% | 2%&-15% | 14%&-4%&-5%&-2%&-2%&-11%
Cc1oc2ccc(O)c(CN(C)Cc3ccccc3)c2c1C(=O)Nc1ccccc1 | 0% | -20% | ? | 5% | -1.2 | -13% | 1% | -15% | /
Cc1cc(NS(=O)(=O)c2cccs2)no1 | -2% | -3% | 12% | -7% | 0.1 | 16% | 3% | -4% | -1%
COc1ccc(N(C(=O)c2snc(C(N)=O)c2N)C(C(=O)NC2CCCC2)c2cccs2)cc1OC (stereo not given) | -18% | ? | -1% | -3% | 0.8 | 8.9µM* | -21% | -22% | -6%

Back to the main list; the two compounds before the break are reprinted first.
SMILES	POLK inh	POLB inh	12-LOX inh	ERG-DNA inh	TRHR ag	POLI inh	BLM helicase inh	Apoferritin bind	APE1 inh
CSc1ncccc1C(=O)Nc1ccc2nc(C)sc2c1	-5%	0%	11%	-21%	0.1	30%	-6%	2%	0%
N#Cc1nc(-c2ccc(F)cc2)oc1N1CCC(C(N)=O)CC1	-16%	16%	-2%	-7%	0.7	-16%	0%	6%	-5%
CCOC(=O)C(CC)Sc1nc2c(cnn2-c2ccccc2)c(=O)[nH]1 (stereo not given)	-24%	30%	-2%	-4%	-0.4	-12%	-2%	-4%	5%
COc1cc(OC)cc(-n2c3nc4ccccc4nc3c3c(=O)n(CC4CCCO4)cnc32)c1 (stereo not given)	6%	12%	-23%	11%	0.4	43%	-3%	-7%	0%
Cc1ccc(OCC(=O)Nc2cc(C(C)(C)C)on2)cc1C	-6%	5%	-82%	7%	1.8	28%	-10%	-8%	-2%
O=C1NC2NC(=O)N(C(Cc3ccccc3)C(=O)O)C2N1 (stereo not given)	-8%	5%	0%	-15%	1.1	-3%	-2%	-9%	4%
Cc1cccc(NC(=O)c2ccc3c(Cl)c4c(nc3c2)CCCC4)n1	0%	1%	0%	4%	-0.2	-12%	-3%	-6%	5%
CCOC(=O)N1CCc2c(sc(NCc3sccc3C)c2C(=O)Nc2cc(Cl)ccc2OC)C1	-8%[60.1 µM]	3%	?	-5%	0.3	26%	3%	-9%	/
Cc1cccc(OCc2cc(=O)n3c4c(sc3n2)CCCC4)c1C	-2%	2%	-15%	-2%	0.2	29%	-3%	4%	/
COc1ccccc1N1CCN(C(=O)c2cc3c(=O)n(Cc4ccco4)ccc3nc2C)CC1	-5%	-29%	-27%	6%	0.0	-20%	-1%	1%	/
Clc1cccc(CNc2nnnn2-c2ccccc2)c1	-13%	-7%	0%	9%	0.4	-9%	-3%	-4%	1%
CCOc1cc(S(=O)(=O)NC2CCCCCC2)ccc1F	-6%	-2%	16%	-6%	0.8	2%	7%	-17%	1%
CCc1c(C)sc2c1CCN(Cc1ccc(F)cc1)C2c1ccccc1 (stereo not given)	-9%[60.1 µM]	5%	1%	6%	-0.5	14%	4%	-3%	/
CC(=O)c1ccc(S(=O)(=O)N2CCN(C(=O)c3ccccc3Cc3ccccc3)CC2)cc1	2%	/	9%	-12%	0.2	13%	/	/	21%
COc1ccc2c(c1)c(=O)c(S(=O)(=O)c1ccc(F)cc1)cn2Cc1ccccc1Cl	1%	-16%	-26%	-5%	0.2	17%	-6%	?	/
CC(C)N1C(=O)CCC1C(=O)NCc1ccco1 (stereo not given)	-10%	-22%	60%[activator]	-1%	0.6	22%	-3%	-7%	-1%
CN(Cc1ccc(C#CCCO)cc1)CC1CCCN(CCc2ccc(Cl)cc2)C1 (stereo not given)	0%	0%	?	-10%	0.2	-22%	5%	-7%	-7%
CN(C)CCNC(=O)CN1N=C(c2ccccc2)CCC1=O	-2%[60.1 µM]	18%	-2%	8%	0.6	24%	-1%	-4%	/
CN(Cc1cccs1)C(=O)c1ccc(S(=O)(=O)N2CCCCC2)cc1	-16%	-11%	-8%	-1%	0.1	-2%	-2%	?	2%
COc1ccccc1C(=O)Nc1nnc(-c2ccc(F)cc2)s1	4%	4%	0%	-6%	0.0	20%	-7%	-4%	14%
CCOc1cccc(C2c3c(oc4ccccc4c3=O)C(=O)N2c2ccccn2)c1 (stereo not given)	/	-1%	489%[activator]	/	0.3	/	-2%	-5%	-2%
CCOc1ccccc1-n1c(SCC(=O)N2CCOCC2)nnc1-c1ccccn1	-10%	1%	14%	0%	0.3	14%	-1%	-9%	1%
COc1cc([N+](=O)[O-])ccc1N1C(=O)CC(Sc2nccc(C)n2)C1=O (stereo not given)	3%	25%	0%	18%	0.1	-20%	-5%	-11%	19%
CCN(C(=O)COC(=O)c1ccccc1O)c1cccc2ccccc12	-18%	/	-8%	4%	/	107%[activator]	/	/	6%
Clc1ccc(OCCn2cnc3ccccc32)cc1	-7%	4%	0%	-7%	0.1	-6%	-4%	0%	-4%

The list is partial (hit frequency here may not be typical).
